# VP16 counter: counter-screen for ROR gamma inhibitors: Gal4-VP16 reporter. Drosophila S2 Gal4-VP16 UAS-luciferase, luminescence, 20 h. Potency, µM (titrated, usually from 53.6 µM), for the others: at the top dose activity, negative = inhibition, actives largely listed as inhibitors. 310,000 compounds, 3.5% hits;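 also: Gal4-VP16 expression switched on by copper sulfate through the metallothionein promoter; potency is read from the fitted curve at half-maximal effect; % is scaled to controls: 0 for no effect and ±100 for the full control effect; nearly all actives have a fitted effect of over 50% in size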
# MBNL1 CUG block: MBNL1-poly(CUG) RNA binding inhibition. Q9NR56. TR-FRET MBNL1-His/biotin-(CUG)12 binding, 665/545 ratio. Potency, µM (highest dose often 57.5 µM), inactives show at the highest dose activity change, negative = inhibition, hits mostly inhibitors. 280,000 compounds, 0.036% hits; active = well fitted inhibition curve with a large enough effect in the signal ratio, with a control signal flat, not every such curve was filed as active; inconclusive = small, poorly fitted or top-dose-only effect, or effect the other way, or a change in a side signal; inactive = no such curve, though single readings can be large or run the other way; the % refers to the signal ratio; also: potency is read from the fitted curve at half-maximal effect; % is scaled to controls: 0 for no effect and ±100 for the full control effect
# Target sequence (Q9NR56 whole entry, looked up): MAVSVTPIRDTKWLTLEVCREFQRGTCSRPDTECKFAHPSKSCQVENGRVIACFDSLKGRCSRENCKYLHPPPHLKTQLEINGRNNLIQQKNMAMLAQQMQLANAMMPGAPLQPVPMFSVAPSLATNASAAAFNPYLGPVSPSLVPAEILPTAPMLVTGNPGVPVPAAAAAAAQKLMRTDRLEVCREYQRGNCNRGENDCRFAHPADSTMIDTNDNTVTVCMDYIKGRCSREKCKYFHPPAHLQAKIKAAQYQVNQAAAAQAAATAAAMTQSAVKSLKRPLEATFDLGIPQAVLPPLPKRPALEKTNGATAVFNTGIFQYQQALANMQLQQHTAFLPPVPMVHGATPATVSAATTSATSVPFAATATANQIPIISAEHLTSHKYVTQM
#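 TR-FRET between His-tagged MBNL1 and biotin-(CUG)12 RNA, detected with Tb anti-His antibody (0.055 ng/ul) and streptavidin-XL665 (5 nM), 60 min at room temperature. Compounds titrated 92 nM to 58 uM; 665/545 nm ratio normalized to buffer and complex controls.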
# RORg inh: inhibitors of mouse ROR gamma transcriptional activity | P51450 | 310,000 compounds, 5.4% hits | Potency, µM (titrated, usually from 53.6 µM), for the others: at the highest dose activity change, negative = inhibition, usual class: inhibitors | Drosophila S2 Gal4-RORgamma UAS-luciferase reporter, 20 h; also: potency is read from the fitted curve at half-maximal effect; % is scaled to controls: 0 for no effect and ±100 for the full control effect; nearly all actives have a fitted effect of over 60% in size
# Target sequence (P51450 whole entry, looked up, the tested form may be a part): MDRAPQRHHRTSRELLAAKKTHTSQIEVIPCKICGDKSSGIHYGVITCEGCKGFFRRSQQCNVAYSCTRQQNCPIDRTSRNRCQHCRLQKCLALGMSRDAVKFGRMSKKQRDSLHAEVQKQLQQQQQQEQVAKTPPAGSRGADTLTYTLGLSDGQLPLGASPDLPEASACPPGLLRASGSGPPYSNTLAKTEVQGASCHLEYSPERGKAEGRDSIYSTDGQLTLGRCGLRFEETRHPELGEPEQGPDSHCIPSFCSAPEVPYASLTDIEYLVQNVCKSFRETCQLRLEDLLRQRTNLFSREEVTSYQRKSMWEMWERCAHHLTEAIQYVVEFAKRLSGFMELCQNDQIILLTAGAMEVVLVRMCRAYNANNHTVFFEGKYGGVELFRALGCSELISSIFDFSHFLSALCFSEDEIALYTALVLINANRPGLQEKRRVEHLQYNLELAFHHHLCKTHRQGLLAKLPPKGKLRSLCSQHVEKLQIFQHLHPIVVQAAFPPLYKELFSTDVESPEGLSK
#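 Stable Schneider cell line, Gal4 DNA-binding domain fused to ROR gamma, UAS-luciferase. Cmpd 1 hr RT → CuSO4 700 uM final → 20 hr RT → luciferase reagent 10 min → luminescence.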
# FLuc modulator: inhibits or activates purified firefly luciferase, miR-21 counter-screen. AID 588342. 360,000 compounds, 6.9% hits. purified FLuc, Km substrates, luminescence inhibition. Potency, µM (titrated, usually from 57.5 µM), without a hit: top-dose activity change, negative = inhibition, hits mostly inhibitors;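 also: potency is read from the fitted curve at half-maximal effect; plate controls were vehicle for no effect and reference inhibitor for full effect; nearly all actives have a fitted effect of over 55% in size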
#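 Purified P. pyralis luciferase (10nM final) with 10uM D-luciferin and 10uM ATP (Km levels) in 50mM Tris acetate pH 7.5, 10mM Mg acetate, 0.01% Tween-20, 0.05% BSA; qHTS 6-point titration, ~60 µM downward; luminescence read.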
# Rab9 prom act: activators of Rab9 promoter; Huh7 Rab9 promoter-luciferase reporter, luminescence, 24 h; Potency, µM (titrated, usually from 9.22 µM), without a hit: at the highest dose activation, negative = inhibition, hits mostly activators; 320,000 compounds, 2.8% hits; AID 485297; also: potency is read from the fitted curve at half-maximal effect; % of control where 0% means no effect; nearly all actives have a fitted effect of over 60% in size
#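 Huh7 cells stably carrying a Rab9 promoter-luciferase reporter, 1500 cells per well in OP-MEM I with 10% FBS, treated with compound 24 hours at 37C. Luciferase activity read by luminescence after 10 minutes with Amplite reagent.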
# Mito fusion act: inhibitors of mitochondrial division or activators of mitochondrial fusion | 320,000 compounds, 0.23% hits | Potency, µM (doses to about 46.1 µM), without a hit: at the highest dose growth rescue (activation), actives largely listed as activators | S. cerevisiae fusion-defective mutant growth rescue, CellTiterGlo 48 h | AID 485298;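 also: potency is read from the fitted curve at half-maximal effect; % of control where 0% means no effect; nearly all actives have a fitted effect of over 45% in size; temperature-sensitive fusion mutants such as fzo1-1 at 37 °C on non-fermentable ethanol glycerol medium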
#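 Yeast fusion mutant, YPEG (non-fermentable carbon), compound, 48 h at 37C non-permissive; CellTiterGlo added, 10 min RT, luminescence read. Rescued growth = division inhibition.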
# ELG1 repair inh: ELG1-dependent DNA repair inhibition. HEK293T ELG1-luciferase reporter, luminescence, 16 h; DNA damage induced by 5-fluorouridine. Potency, µM (series often up to 46.1 µM), for inactives: top-dose activity change, negative = inhibition, actives largely listed as inhibitors. 330,000 compounds, 2.3% hits. AID 504467; also: potency is read from the fitted curve at half-maximal effect; % is scaled to controls: 0 for no effect and ±100 for the full control effect; nearly all actives have a fitted effect of over 55% in size
#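 DMSO vehicle served as the neutral condition. Each well held 2,000 cells given 5-fluorouridine plus compound; after 16 hr at 37 °C/5% CO2, ONE-Glo was added and luciferase measured 30 min later.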
# KCNH2 3.1 block: blocks the human KCNH2 3.1 channel isoform; 340,000 compounds, 0.95% hits; AID 720553; U2OS KCNH2 3.1, thallium flux FluxOr; stronger effect = lower value; activity change, % (tested at about 1.8 µM);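 active = maximum activity change below -70%; inconclusive = maximum activity change from -70% to -50%; inactive = maximum activity change above -50%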;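 also: thallium influx rate constant from kinetic fluorescence after stimulation buffer; % is scaled to controls: 0 for no effect and ±100 for the full control effect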
#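 FluxOr-based Tl+ influx in U2OS cells transduced with KCNH2 3.1 virus; rate constants normalized to DMSO controls.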
# PKM2 act: activators of human pyruvate kinase M2; P14618; purified PKM2, Kinase-Glo ATP luminescence, activation; response scale: 0% is enzyme alone, no compound; Potency, µM (highest dose often 57.5 µM), for inactives: at the top dose activation, hits mostly activators; 260,000 compounds, 0.34% hits; also: potency is read from the fitted curve at half-maximal effect; % is scaled to controls: 0 for no effect and ±100 for the full control effect; nearly all actives have a fitted effect of over 55% in size
#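 hPK-M2, >95% pure; 0.1 mM ADP / 0.5 mM PEP final; imidazole pH7.2 buffer w/ 7 mM MgCl2, 50 mM KCl; 1 h RT; Kinase-Glo lum. Intermediate enzyme activity for dual inhibitor/activator qHTS.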
# NPC1 promoter act: NPC1 promoter activation | 320,000 compounds, 2.4% hits | AID 485313 | Potency, µM (series often up to 9.22 µM), inactives show at the top dose activation, actives largely listed as activators | Huh7 NPC1 promoter luciferase reporter, 24 h;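 also: potency is read from the fitted curve at half-maximal effect; % of control where 0% means no effect; nearly all actives have a fitted effect of over 60% in size; reporter is driven by a mutant NPC1 promoter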
#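 Cells: Huh7 expressing luciferase under the NPC1 promoter, 1500/well. Seeded 2 h, compound added, incubated 24 h at 37 °C. Luciferase reagent, 10 min ambient, then luminescence.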
# Menin-MLL TR inh: displaces Texas Red mutant MLL peptide from human menin; O00255; Menin + Texas Red MLL mutant peptide, fluorescence polarization; Potency, µM (highest dose often 61.6 µM), for the others: top-dose FP activity change, negative = inhibition, hits mostly inhibitors; 270,000 compounds, 0.23% hits; active = well fitted inhibition curve with a large enough effect in the polarisation, with a control signal flat, not every such curve was filed as active; inconclusive = small, poorly fitted or top-dose-only effect, or effect the other way, or a change in a side signal; inactive = no such curve, though single readings can be large or run the other way; the % refers to the polarisation; also: potency is read from the fitted curve at half-maximal effect; % of control where 0% means no effect; many of its hits are not listed in these tables
# The depositor's hits bear a star; ? = inconclusive; . = not tested or not shown; & = joins results of further samples; [ ] = remark or other dose. Unless noted, calls follow the shape of the dose curve; as a rule, active = well fitted curve in the direction sought with a large enough effect; inconclusive = small, poorly fitted or top-dose-only effect, or another doubt; inactive = no such curve, though single readings can be large; an effect the other way counts as inactive or inconclusive. The list is partial. The share of hits here may be higher or lower than overall.
SMILES,VP16 counter,MBNL1 CUG block,RORg inh,FLuc modulator,Rab9 prom act,Mito fusion act,ELG1 repair inh,KCNH2 3.1 block,PKM2 act,NPC1 promoter act,Menin-MLL TR inh
NC(=O)c1nsc(C(=O)N(c2ccccc2)C(C(=O)NC2CCCC2)c2cccs2)c1N (stereo unspecified),3%,0%,-20%,-1%,1%,-4%,?,-10,-1%,-6%,9%
CC1(C)NC(=O)N(CC(=O)OCC(=O)Nc2cccc(F)c2)C1=O,10%,-5%,-6%,3%,0%,0%,?,3,4%,2%,16%
CCCCCN(C(=O)CCC(=O)OCC(=O)N1C(C)CCCC1C)c1c(N)n(CCCC)c(=O)[nH]c1=O (stereo unspecified),13%,0%,24%,5%,6%,-2%,11%,.,-21%,-9%,.
COc1ccccc1NC(=S)N(CCc1ccc(OC)c(OC)c1)Cc1ccccn1,17%[10 µM],-1%,11µM*,0%,-3%,?,-28%,-23,0%,0%,13%
COc1ccc(-n2cc(-c3ccc(OC(F)F)cc3)[n+]3c2CCCCC3)cc1,-8%,-8%,11%,1%,-24%,-6%,5.2µM*,13,4%,-17%,-8%
Cc1ccc(Cl)cc1N1CCN(S(=O)(=O)c2ccc3c(c2)CC(=O)N3C)CC1,-9%,-9%,-17%,6%&-4%,4%,-4%,-2%,-10,.,-1%,20%
COc1ccc(-c2nc(N)ncc2Oc2ccccc2Br)c(O)c1,-28%,?,-27%,-3%,-2%,7%,-19%,-28,2%,3%,?
COc1cccc(N(C(=O)c2cnccn2)C(C(=O)NC2CCCCC2)c2ccc(Cl)cc2)c1 (stereo unspecified),-5%,-7%,-18%,0%,-4%,2%,2%,4,0%,1%,-2%
COc1ccc(S(=O)(=O)Nc2c(C)n(C)n(-c3ccccc3)c2=O)c(Cl)c1Cl,-4%,-6%,1%,-2%,2%,0%,-16%,10,1%,-6%,9%
COc1ccc(C(=O)C[n+]2ccc3c(c2)nc(-c2ccccc2)n3C)cc1,-7%,.,32%,3%,0%,-2%,-8%,-5,0%,0%,-11%
Cc1cccc(C)c1NC(=S)N/N=C/c1ccccc1C(=O)O,-16%,-12%,?,3%,-3%,2%,13%,-19,?,0%,.
O=C(CSc1ccccn1)N1CCN(S(=O)(=O)c2ccc(Cl)cc2)CC1,.,.,.,-1%,2%,8%,3%,1,.,-2%,.
CC1CCCCC1NC(=O)Cc1ccc(S(=O)(=O)N2CCOCC2)s1 (stereo unspecified),.,.,.,5%,1%,5%,17%,15,.,1%,.
O=C(N/N=C/c1cccnc1)c1ccc(Cn2cc([N+](=O)[O-])cn2)o1,14%,?,-2%,-2%,0%,8%,7%,.,-1%,5%,-6%
Cc1cccc(-n2c(=O)c3ccccc3n3c(=S)[nH]nc23)c1C,-9%,-4%,?,1%,-4%,-3%,15%,20,-12%,-2%,2%
O=C1C2Sc3[nH]c(=O)sc3C(c3ccccc3)C2C(=O)N1c1ccc(Cl)cc1 (stereo unspecified),1%,6%,-30%,12%,1%,4%,-9%,-3,6%,-4%,?
COc1ccccc1OCCNC(=O)C1CC(=O)N(c2ccccc2OC)C1 (stereo unspecified),.,.,.,2%,-4%,-2%,1%,-2,.,-2%,.
CCCn1c(SCC(=O)Nc2ccc3c(c2)OCCO3)nnc1-c1ccco1,9%,-10%,?,?,-2%,0%,-7%,6,2%,2%,-7%
O=[N+]([O-])c1cccc(NC(=S)NCCc2ccccc2)c1,?,?,16%,-16%,10%,16%,?,-15,0%,1%,5%
COc1ccc(C2(CNC(=O)c3cccs3)CCOCC2)cc1,-2%,-6%,17%,1%,-1%,-1%,10%,6,0%,0%,3%
O=C(c1ccc2c(c1)OCO2)N1CCC2(CC1)Oc1ccc(F)cc1C(=O)C21CC(c2cccnc2)=NO1 (stereo unspecified),-8%,-7%,?,2%,-7%,9%,0%,-2,1%,-9%,.
Cc1c(N)c(C(C)(C)C)cc(C(C)(C)C)c1[N+](=O)[O-],4%,-7%,4%,-1%,-4%,2%,9%,21,-1%,-3%,18%
COC(=O)CCC(=O)Nc1cccc(C(=O)Nc2cccc(Cl)c2)c1,-7%,-7%,19%,-8%,7%,-5%,3%,-6,6%,-6%,18%
O=C(NCC1CCCO1)c1cccc(NC(=O)c2ccc(Br)cc2)c1 (stereo unspecified),2%,-7%,?,?,3%,2%,-1%,11,-4%,3%,20%
NC(=O)C1(NC(=O)[C@@H]2CC3(CC(c4cccc(NC(=O)[C@@H]5CCC(=O)N5)c4)=NO3)CN2C(=O)Cc2ccc(Cl)cc2)CC1 (stereo partly specified),-10%,-1%,-4%,-3%,0%,2%,-5%,17,-1%,0%,3%
O=C(CN1CCN(c2ccccn2)CC1)NCc1cccs1,2%,5%,0%,-1%,-1%,0%,-5%,-4,-2%,0%,-13%
Cc1cccn2c(=O)c(C=Nc3c(C)n(C)n(-c4ccccc4)c3=O)c(N3CCCC3)nc12,0%,20%,-3%,1%,1%,2%,4%,.,3%,2%,-1%
C/[N+]([O-])=C/c1c(OCc2ccccc2)ccc2ccccc12,0%,?,41%,5%,?,7%,?,7,.,?,-27%
COc1ccc2[nH]c(C(=O)N3CCCN(Cc4ccc(F)cc4)CC3)cc2c1,3%,3%,-1%,-1%,-24%,4%,-13%,-33,0%,-11%,.
C/C(CC(=O)Nc1ccccc1F)=N\NC(=O)Cc1ccc(Cl)cc1,-9%,-10%,27%,-1%,2%,1%,-13%,15,1%,-4%,-4%
Cc1nn(C)c(Cl)c1NC(=O)OCc1ccc(F)cc1,1.8µM*,-5%,?,-5%,0%,-2%,?,-2,10%,-2%,-2%
COc1cc(C(=O)OCC(=O)Nc2c(C)n(C)n(-c3ccccc3)c2=O)c([N+](=O)[O-])cc1OC,.,.,.,.,-10%,-8%,38%,13,.,10%,.
C=CCOc1cccc(C(=O)N2CCCC(Nc3ccc4c(c3)OCCO4)C2)c1 (stereo unspecified),14%,2%,?,0%,5%,4%,-3%,-16,0%,6%,.
Cc1ccc(CCN2CC(C(=O)NCCCOC(C)C)CC2=O)cc1 (stereo unspecified),15%,-3%,1%,0%,4%,-1%,?,-1,-3%,-5%,7%
CCn1c2ccccc2c2cc(NC(=O)c3ccc(=O)oc3)ccc21,-22%,.,40%,0%,-5%,2%,-18%,-3,-1%,-2%,.
CC(NC(=O)CNC(=S)N(Cc1ccccc1)Cc1cccnc1)c1ccccc1 (stereo unspecified),1%,-3%,32%,3%,-4%,0%,-16%,-1,-9%,1%,-4%
Cc1ccc(NC(C)C(=O)N/N=C/c2c[nH]c3ccccc23)cc1 (stereo unspecified),-1%,1%,-5%,5%,-4%,0%,-8%,4,7%,-4%,?
O=C(NC(=S)Nc1ccc(S(=O)(=O)N2CCCC2)cc1)c1cccs1,13µM*,-10%,4.5µM*,-11%,-4%,0%,?,-6,0%,6%,?
O=C(Oc1ccc(-c2ccccc2)cc1)N1CCOCC1,-1%,-1%,28%,21µM*,2µM*,10%,?,0,-4%,2.8µM*,-23%
COc1ccc(N(CC(=O)NC2CCCCC2)C(=O)c2snc(C(N)=O)c2N)cc1,-4%,6%,16%,4%,2%,4%,-3%,16,-7%,1%,-24%
COC(=O)C1=CN(c2cccc(Cl)c2)C=C(C(=O)OC)C1c1cccc(OC)c1,1%,10%,10%,0%,3%,-1%,?,1,0%,-3%,-13%
Cc1cc(C(F)F)n2ncc(C(=O)NCc3ccccc3C(F)(F)F)c2n1,-2%,-10%,?,-1%,0%,6%,-25%,-5,-3%,1%,?
CC1(C)OC(=O)C(=CNC(=O)c2c(F)cccc2F)C(=O)O1,-7%,-4%,-17%,-2%,-9%,7%,-3%,-13,-17%,-5%,-22%
CCCOP(=O)(c1ccc(N(C)C)cc1)C(O)c1ccc(Br)cc1 (stereo unspecified),-14%,-1%,23%,3%,-7%,25%,-9%,-1,.,0%,?
Cc1cccc(C2=NC(C(F)(F)F)(C(F)(F)F)c3c(n(-c4ccc(F)cc4)c(=O)[nH]c3=O)N2)c1,-30%,.,?,-2%,-18%,-2%,9.2µM*,13,-3%,-9%,-9%

# Compound activity: PubChem BioAssay, National Center for Advancing Translational Sciences (NCATS)
